Screens (PubChem)
Granule exo inh: blocks lytic granule exocytosis. TALL-104 LAMP-1 surface exposure, flow cytometry; cells stimulated with thapsigargin and PMA. inhibition, % at 10 µM. hit rate 0.66% among 360,000. AID 651702;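 active = inhibition above about 55%, limit read from the data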
TROY signal inh: TROY signaling inhibition. hit rate 0.98% among 360,000. Q293 LMP1-TROYcd NF-kB luciferase reporter, 4 h. inhibition, % at 10 µM;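 active = compounds whose plate-normalised and pattern-corrected inhibition of the luciferase reporter signal at the single screening dose is 50% or more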
TLR9-MyD88 inh: TLR9-MyD88 interaction inhibition; CHO BLA complementation TLR9-MyD88, CCF4 FRET ratio; Q9NR96+Q99836; hit rate 0.21% among 340,000; AID 504734; inhibition, % at 4.98 µM;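 active = inhibition above the mean over all tested compounds plus 3 SD, cut at about 21% in these data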;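 note: 0% = DMSO only wells and 100% = clavulanate BLA inhibitor control wells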
SRC2 inh: human SRC2 (NCOA2) inhibition; HEK293 GAL4-SRC2 luciferase reporter, luminescence; inhibition, % at 9 µM; hit rate 0.17% among 370,000;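 active = inhibition above the mean inhibition of all tested compounds plus 3 SD, set per campaign, cut at about 52% in these data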;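 note: 0% = DMSO treated cells and 100% = cells given Gossypol at 36 µM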
LRH-1 inv ag: NR5A2 inverse agonism in reporter assay. O00482. HEK293T StAR-luciferase reporter, LRH-1 transfected, 24 h. inhibition, % at 3.6 µM. hit rate 0.13% among 360,000;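 active = inhibition above the mean inhibition of all tested compounds plus 3 SD, cut at about 73% in these data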;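 note: 0% = DMSO wells and 100% = reporter-only cells lacking LRH-1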
Target sequence (O00482 whole entry, looked up): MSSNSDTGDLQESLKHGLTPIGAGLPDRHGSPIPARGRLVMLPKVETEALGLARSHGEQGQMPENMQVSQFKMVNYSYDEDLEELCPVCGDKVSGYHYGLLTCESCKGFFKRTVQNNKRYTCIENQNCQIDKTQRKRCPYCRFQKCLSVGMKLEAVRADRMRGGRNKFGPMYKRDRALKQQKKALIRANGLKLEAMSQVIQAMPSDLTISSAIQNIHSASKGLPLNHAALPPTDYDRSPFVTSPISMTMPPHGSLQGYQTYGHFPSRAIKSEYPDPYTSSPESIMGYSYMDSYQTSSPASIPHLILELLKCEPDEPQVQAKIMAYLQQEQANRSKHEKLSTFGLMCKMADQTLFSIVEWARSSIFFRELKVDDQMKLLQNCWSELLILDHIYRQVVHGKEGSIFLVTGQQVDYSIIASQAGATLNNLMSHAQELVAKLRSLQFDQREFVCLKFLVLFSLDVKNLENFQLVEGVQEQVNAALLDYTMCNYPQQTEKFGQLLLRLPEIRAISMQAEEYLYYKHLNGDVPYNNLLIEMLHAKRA
TWEAK Fn14 block: blocks TWEAK-Fn14 interaction in a reporter cell assay; TWEAK-stimulated Fn14 reporter cells, luciferase luminescence, 8 h; inhibition, % at 10 µM; hit rate 2% among 360,000; AID 1159606; in the data active = inhibition above about 50%
SRC3 inh: human NCOA3 inhibition; hit rate 0.17% among 360,000; Q9Y6Q9; HEK293 GAL4-SRC3 luciferase reporter, luminescence; inhibition, % at 3.6 µM;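 active = inhibition above a per-campaign cutoff, the mean of all compounds plus 3 SD, cut at about 60% in these data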;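 note: 0% = DMSO-treated cells and 100% = gossypol-treated cells at 36 µM; higher means less SRC3-driven luciferase light from the GAL4 reporter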
NR2F2 inh: NR2F2 (human) inhibition, primary screen | HEK293T NGFI-A luciferase reporter, luminescence | inhibition, % at 8.6 µM | hit rate 0.7% among 370,000;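 active = inhibition above a per-plate cutoff, mean inhibition of test wells between control levels plus 3 SD, cut at about 38% in these data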;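 note: cells cotransfected with COUP-TFII expression vector driving the NGFI-A reporter; 0% = median of COUP-TF2 test wells and 100% = reporter-only cells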
Target sequence (P24468 whole entry, looked up): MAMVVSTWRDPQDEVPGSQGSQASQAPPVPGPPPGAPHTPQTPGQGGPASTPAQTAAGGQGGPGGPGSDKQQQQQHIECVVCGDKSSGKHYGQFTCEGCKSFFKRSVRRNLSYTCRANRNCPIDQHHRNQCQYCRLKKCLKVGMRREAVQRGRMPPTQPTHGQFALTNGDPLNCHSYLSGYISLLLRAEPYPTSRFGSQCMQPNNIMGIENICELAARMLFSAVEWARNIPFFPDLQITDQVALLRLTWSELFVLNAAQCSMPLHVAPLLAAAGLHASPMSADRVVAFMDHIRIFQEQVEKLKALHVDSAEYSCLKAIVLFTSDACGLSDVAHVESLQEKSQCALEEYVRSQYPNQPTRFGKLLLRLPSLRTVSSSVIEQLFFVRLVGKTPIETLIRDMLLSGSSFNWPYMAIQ
NCOA1 inh: inhibits human SRC1 coactivator; Q15788; HEK293 GAL4-SRC1 luciferase reporter, luminescence; inhibition, % at 3.6 µM; hit rate 0.12% among 360,000; AID 588354;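 active = inhibition above the campaign mean plus 3 SD, with each screening campaign given its own cutoff, cut at about 60% in these data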;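 note: 0% = DMSO treated cells and 100% = gossypol at 36 µM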
ABHD5-PLIN5 inh: inhibitors of human ABHD5-perilipin-5 interaction; Q00G26+Q8WTS1; Split G. princeps luciferase complementation, luminescence, 4 h; inhibition, % at 4 µM; hit rate 0.78% among 360,000; AID 602281;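 active = inhibition above the mean inhibition across every tested compound plus 3 SD, cut at about 22% in these data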;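 note: 0% = DMSO only wells and the 100% control is not disclosed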
NOD2 RIPK2 PPI: inhibitors of human NOD2-RIPK2 interaction; AID 624267; inhibition, % at 4.98 µM; hit rate 0.38% among 360,000; CHO BLA complementation NOD2-RIPK2, CCF4 ratio; in the data active = inhibition above about 21%;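 note: 0% = vehicle only and 100% = reference blocker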
Numbers without * were called inactive; / = not tested or not shown. Not all compounds are listed; rates above refer to the full screens.

SMILES | Granule exo inh | TROY signal inh | TLR9-MyD88 inh | SRC2 inh | LRH-1 inv ag | TWEAK Fn14 block | SRC3 inh | NR2F2 inh | NCOA1 inh | ABHD5-PLIN5 inh | NOD2 RIPK2 PPI
Cc1ccc(NC(=O)c2ccn(C(=O)Nc3ccccc3)n2)c(C)c1 | 9 | -23 | -4 | -21 | -23 | -6 | -18 | 2 | -25 | -3 | -1
C/C(Cn1nc([N+](=O)[O-])cc1C)=N\NC(=O)COc1ccc(Cl)cc1Cl | 4 | 6 | -8 | 7 | 1 | -17 | 7 | -18 | 1 | 1 | -4
COc1ccc(S(=O)(=O)N2CCc3ccccc32)cc1C(=O)N1CCN(C=O)CC1 | -4 | -9 | -5 | 8 | 16 | -1 | -16 | -9 | 2 | 0 | -2
O=C(NC(Cc1ccccc1)C(=O)O)c1ccc(S(=O)(=O)N2CCCC2)cc1 (stereo unspecified) | -1 | 8 | 5 | -20 | -1 | -8 | 2 | -13 | 5 | 10 | -13
O=C(NCc1ccccc1)Nc1nnc([C@@H]2C[C@H](O)[C@@H](CO)O2)s1 | -4 | -11 | / | -43 | 11 | 6 | -12 | 1 | -17 | 5 | -3
Cc1ccc(-c2cc(C(=O)N3CCN(C(=O)c4ccco4)CC3)[nH]n2)cc1C | -4 | -4 | 2 | 2 | -32 | 19 | -8 | -13 | -13 | 4 | -7
CC1CCCC(CC(N)=O)CC1 (stereo unspecified) | -1 | -5 | 9 | -4 | -11 | 1 | -6 | 0 | 7 | 2 | -16
O=C(NCCS(=O)(=O)NCc1ccco1)c1ccccc1 | -5 | 20 | 1 | 20 | 15 | -7 | 4 | -5 | -13 | -4 | 5
Cc1ccc(C(=O)c2ncc[nH]2)cc1 | -6 | -52 | 2 | -58 | -45 | -21 | -71 | -30 | -77 | 3 | -10
O=[N+]([O-])c1ccc(O)c(C=Nc2cccc3ncccc23)c1 | 2 | -34 | 8 | -4 | 10 | -9 | -3 | -22 | 7 | 5 | -7
Cc1c(CC(=O)N2CCC(C(=O)O)CC2)c(=O)oc2cc3c(cc12)CCC1(CCCCC1)O3 | -4 | -19 | -2 | -11 | 3 | 1 | 10 | -23 | 8 | 0 | 2
O=C(c1nc2ccccn2c1CN1CCCC(OCc2ccccc2)C1)N1CCCC1 (stereo unspecified) | 1 | 7 | -4 | 12 | 4 | 6 | -22 | 5 | 1 | 0 | 0
Cc1nonc1C(=O)N/N=C/c1cc2c(cc1Br)OCO2 | 9 | -54 | -4 | -25 | 13 | -35 | -15 | -10 | 11 | 6 | -1
COc1ccc(N2C(=O)c3ccc(C(=O)Nc4ccccc4OC)cc3C2=O)cc1 | -1 | 1 | -1 | -25 | 10 | -10 | -1 | -6 | 8 | -4 | 1
Cc1cc(NC(=O)CCC(=O)N(CC(=O)NC2CCCC2)c2ccc(F)cc2)no1 | -4 | 10 | -7 | -24 | 12 | 4 | 14 | 15 | -2 | -11 | -6
O=C1NC[C@H](CCCCN2CCN(Cc3ccccc3)C(=O)C2=O)N(Cc2ccccc2)C1=O | -8 | 8 | / | -11 | -8 | 6 | / | -2 | / | -8 | -5
Cc1ccc(CC(=O)NCC(O)c2ccccc2)cc1 (stereo unspecified) | 4 | -7 | -3 | -2 | -17 | 2 | -15 | -10 | 3 | -2 | 1
CCCNC(=O)c1cccc(COc2ccccc2OC)c1 | 4 | -69 | -2 | -67 | -151 | -20 | -98 | -42 | -105 | -1 | -4
CCN1C(=O)CC(N2CCN(c3ccc(Cl)cc3)CC2)C1=O (stereo unspecified) | -2 | -11 | -2 | -8 | -10 | -4 | -11 | -4 | -17 | 11 | 12
Cc1ccc(/C=N/NC(=O)CNC(=O)c2ccc(S(=O)(=O)N3CCCC3)cc2)o1 | -2 | -17 | -9 | -1 | -8 | -1 | 13 | -12 | -28 | 2 | -13
CN(CCC1CCOCC1)C(=O)CC1C(=O)NCCN1CC1CCCCC1 (stereo unspecified) | -4 | 2 | -1 | 13 | 9 | 1 | 8 | 14 | 19 | 1 | -2
NS(=O)(=O)c1ccc(NCc2cc(Cl)ccc2OCc2ccc(F)cc2)cc1 | 4 | 24 | 3 | 9 | 2 | 13 | 9 | 9 | 5 | 6 | 4
O=C(CSc1nc2ccccc2c(=O)n1-c1ccc(Cl)cc1)N/N=C/C=C/c1ccccc1[N+](=O)[O-] | -11 | -6 | 0 | 19 | 1 | -9 | 14 | -15 | 17 | 1 | -8
Cc1ccccc1OCC(O)CN1CCC(C)CC1 (stereo unspecified) | -7 | 11 | -2 | 11 | 4 | 0 | 2 | -12 | 4 | 0 | -2
Cc1ccccc1NC(=O)C(Cc1ccccc1)n1cccc1 (stereo unspecified) | -3 | 1 | -8 | 1 | 12 | -5 | -1 | -9 | 15 | -7 | 10
CCOC(=O)N1CCN(Cc2nc3c(c(=O)[nH]c(=O)n3C)n2Cc2cc(C)ccc2C)CC1 | 2 | 2 | 3 | / | 10 | 11 | 9 | / | -4 | -5 | 0
C[C@@H]1CCC[C@]2(O[C@@H](CCO)C[C@H](O)[C@H]2O)O1 | -5 | -6 | -9 | 13 | -17 | 2 | 6 | 10 | 0 | -5 | -2
COc1ccc(CNC(=O)Cn2ccc(NC(=O)OCc3ccccc3)nc2=O)cc1 | 2 | 4 | -7 | -4 | -7 | 11 | 6 | -6 | 1 | 5 | 3
Cc1ccccc1C(=O)N1CCN(c2ccc([N+](=O)[O-])c(NCc3cccnc3)c2)CC1 | 1 | 8 | 3 | 8 | 9 | 2 | 11 | 3 | -11 | 2 | 3
COc1ccc2c(c1)C=CC1(O2)N(CCO)c2ccccc2C1(C)C (stereo unspecified) | 0 | 74* | 0 | / | 22 | 86* | 8 | / | 9 | 3 | -3
O=C(OCCN1C(=O)c2cccc3c(N4CCOCC4)ccc(c23)C1=O)c1ccccc1Cl | 17 | 73* | 40* | 25 | 8 | 104* | 22 | 66* | 15 | -3 | 53*
S=C(NC1CCCC1)N1CCN(C/C=C/c2ccccc2)CC1 | 0 | -1 | -7 | 23 | 29 | 32 | 21 | 13 | 12 | 3 | -6
C=CCN(CC=C)c1ncnc2[nH]ncc12 | -1 | 32 | -12 | 53* | 29 | 67* | 53 | 20 | 55 | -3 | 5
CSCCC(NC(=O)c1ccc(Cl)cc1Cl)C(=O)NNC(=O)c1csc(N2CCOCC2)n1 (stereo unspecified) | -3 | -6 | -1 | -13 | -7 | -8 | 14 | -9 | -17 | -2 | 1
CC(=O)Nc1cc2c(cc1C(=O)c1ccc(C)cc1)OCCO2 | 3 | -13 | -8 | -9 | 17 | 5 | 17 | -8 | 6 | -3 | -10
Cc1ccc(S(=O)(=O)N(C)C)cc1NC(=O)C(C)OC(=O)c1cc[n+]([O-])cc1 (stereo unspecified) | 6 | 6 | -2 | 12 | 10 | -4 | 17 | 13 | 2 | -7 | -4
COc1cc(NC(=S)N2CCC(C(N)=O)CC2)c(OC)cc1Cl | 3 | 4 | 1 | 27 | -2 | 5 | 3 | 20 | -14 | 0 | -4
NC(=O)c1cccc(-c2ccnc3c2CC(C(=O)NCc2ccccc2)O3)c1 (stereo unspecified) | 1 | 6 | / | -22 | 13 | 8 | -11 | -60 | 0 | -5 | -1
Cc1ccc(S(=O)(=O)C(C#N)c2nc3ccccc3nc2N2CCCC2)cc1C (stereo unspecified) | -4 | 9 | -1 | -6 | 23 | 13 | -15 | 6 | -3 | -9 | 17
Cc1ccc(S(=O)(=O)Nc2ccc(NC(=O)Nc3cccc(C(F)(F)F)c3)cc2)cc1 | 2 | 41 | 1 | 12 | 12 | 86* | 19 | -1 | 2 | -12 | 8
CCn1c2ccccc2c2cc(NC(=O)COC(=O)c3ccccc3Br)ccc21 | 7 | -17 | -4 | -6 | 7 | 4 | 18 | 20 | 2 | 3 | 4
Cc1cc(C)cc(NC2=NC3(CCCCC3)N=C(N)N2)c1 | -2 | 12 | 3 | 11 | -4 | -18 | -11 | -1 | -3 | 1 | -8
N#Cc1c(N)oc(-c2cccs2)c1-c1cccs1 | -4 | -1 | 6 | -7 | 10 | 5 | 28 | 7 | -11 | -3 | -7
CS(=O)(=O)N1CCC(C(=O)NCc2ccccc2)CC1 | 1 | -2 | 8 | 34 | 20 | -1 | 4 | -4 | 4 | 4 | -1
O=C(CN1C(=O)c2ccccc2S1(=O)=O)NCCC1=CCCCC1 | 0 | -16 | 0 | -48 | 10 | 32 | -10 | -22 | -12 | 4 | -7
COc1ccc(S(=O)(=O)N(CCCN2CCOCC2)Cc2cccc(OC)c2OC)cc1 | 0 | -26 | -9 | 2 | 16 | -9 | -28 | 1 | 0 | -4 | -2
CN(C)C(=O)CSc1cccc2cccnc12 | 2 | 6 | 4 | -14 | -4 | 96* | -17 | 16 | -17 | -24 | -4
O=C(NCCC(=O)N1CCN(S(=O)(=O)c2ccccc2Cl)CC1)Nc1ccccc1 | 1 | 36 | 1 | -11 | -2 | -15 | 13 | -5 | -7 | -3 | -9
Cc1cc(=O)[nH]c(SCC(=O)N2C(C)CCCC2C)n1 (stereo unspecified) | -14 | 0 | -3 | 11 | -12 | 25 | -35 | 14 | 13 | 1 | -6
CCNc1nc(NCC)n2c(SCC(=O)Nc3ccccc3Cl)nnc2n1 | -1 | -7 | 2 | -2 | 10 | -3 | 5 | 4 | -10 | 8 | -5
Cc1ccc(-c2nc(C3CCCN(S(=O)(=O)c4ccc(C(F)(F)F)cc4)C3)no2)cc1 (stereo unspecified) | 3 | 1 | -2 | / | 0 | -17 | -52 | / | 1 | -1 | -5
CC(=O)N[C@@H](Cc1ccc(OC(F)(F)F)cc1)C(=O)O | -2 | 4 | 4 | 2 | -1 | 6 | 8 | -10 | -1 | -6 | -11
COc1cc(-c2noc(C)c2C(=O)NCCc2ccccc2)cc(OC)c1OC | -4 | -21 | 7 | -19 | 6 | -19 | 11 | 5 | -2 | 0 | -18
CC(C)c1cccc(C(C)C)c1NC(=O)CCN1C(=O)NC2(CCCC2)C1=O | 3 | 6 | -6 | -10 | -10 | 5 | -15 | 0 | 9 | -3 | -10
